# Screening data as filed in PubChem BioAssay.
# FBPA Giardia inh: qHTS Assay for Inhibitors of Fructose-1,6-bisphosphate Aldolase from Giardia Lamblia; actives 0.71% (n = 290,000); AID 2451, 2010; purified Giardia FBPA; Potency, µM (titrated, usually from 59.6 µM), for the others: at the top dose activity, negative = inhibition, actives largely listed as inhibitors; also: potency is read from the fitted curve at half-maximal effect; nearly all actives have a fitted effect of over 55% in size
# Target sequence (A8B2U2 whole entry, looked up): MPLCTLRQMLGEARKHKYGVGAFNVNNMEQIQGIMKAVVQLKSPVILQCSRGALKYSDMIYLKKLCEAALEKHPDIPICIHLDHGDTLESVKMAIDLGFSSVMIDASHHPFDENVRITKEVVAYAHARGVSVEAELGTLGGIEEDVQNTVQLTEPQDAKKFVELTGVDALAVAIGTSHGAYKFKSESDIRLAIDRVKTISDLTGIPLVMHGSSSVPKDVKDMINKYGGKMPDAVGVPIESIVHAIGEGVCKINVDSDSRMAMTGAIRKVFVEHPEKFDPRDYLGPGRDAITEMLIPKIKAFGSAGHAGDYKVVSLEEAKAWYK
#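 40 nM FBPA preincubated 10 min at RT with compound (up to 57.5 uM final), then substrate plus GAPDH/TPI/NAD/arsenate coupling and diaphorase/resazurin added. Fluorescence read after 20 min at RT, 525/598 nm.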
# AmpC detergent: qHTS Inhibitors of AmpC Beta-Lactamase (assay with detergent). P00811. AmpC hydrolysis of nitrocefin, absorbance 480 nm, 0.01% Triton. Potency, µM (series often up to 114 µM), for inactives: at the top dose activity change, negative = inhibition, usual class: inhibitors. actives 0.041% (n = 370,000). AID 485294, 2010;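 also: potency is read from the fitted curve at half-maximal effect; 0% = no-compound wells and -100% = no-enzyme wells; nearly all actives have a fitted effect of over 25% in size; some results filed as inactive show a strong effect at the top dose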
# Target sequence (P00811 whole entry, looked up): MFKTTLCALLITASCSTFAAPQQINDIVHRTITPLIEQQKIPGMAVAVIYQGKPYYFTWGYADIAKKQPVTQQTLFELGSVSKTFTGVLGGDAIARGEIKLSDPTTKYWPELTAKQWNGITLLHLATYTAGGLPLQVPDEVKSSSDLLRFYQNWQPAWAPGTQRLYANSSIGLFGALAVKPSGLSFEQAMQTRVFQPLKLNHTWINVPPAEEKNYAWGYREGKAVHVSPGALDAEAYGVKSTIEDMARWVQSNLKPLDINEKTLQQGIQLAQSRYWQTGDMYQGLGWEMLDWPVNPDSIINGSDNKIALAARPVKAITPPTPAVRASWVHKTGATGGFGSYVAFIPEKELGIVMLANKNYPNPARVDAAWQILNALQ
#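 20 mM phosphate pH 7.0 + 0.01% (detergent screen) or 0.0001% Triton X-100; 5.3 nM AmpC reagent; cpd preinc 15 min RT; nitrocefin (800 uM stock) to start; A480 q20 s × 4 min; Activity was normalised to no-enzyme and no-compound control wells.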
# AmpC inh no detg: qHTS Inhibitors of AmpC Beta-Lactamase (assay without detergent); actives 0.52% (n = 330,000); P00811; AmpC nitrocefin hydrolysis, absorbance 480 nm, 0.0001% Triton; Potency, µM (top dose mostly 57.1 µM), for inactives: top-dose activity change, negative = inhibition, hits mostly inhibitors;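 also: potency is read from the fitted curve at half-maximal effect; plate controls were no compound for no effect and no enzyme for full effect; nearly all actives have a fitted effect of over 20% in size; some results filed as inactive show a strong effect at the top dose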
#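 AmpC (5.3 nM in the dispensed reagent) in 20 mM phosphate pH 7.0 with 0.01% (detergent screen) or 0.0001% Triton X-100 was preincubated with compounds for 15 min at room temperature. Nitrocefin was then added from an 800 uM solution, and hydrolysis was followed at 480 nm.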
# AMA1 RON2 block: qHTS for Inhibitors of AMA1-RON; Towards Development of Antimalarial Drug Lead: Primary Screen; Plasmodium falciparum AMA1 (3D7) - RON2 peptide interaction; AlphaScreen AMA1-biotinylated RON2 peptide binding; Potency, µM (doses to about 58.2 µM), for the others: top-dose activity change, negative = inhibition, hits mostly inhibitors; actives 0.2% (n = 360,000); AID 720542, 2013;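 also: potency is read from the fitted curve at half-maximal effect; 0% = vehicle wells and -100% = peptide control; nearly all actives have a fitted effect of over 45% in size; some results filed as inactive show a strong effect at the top dose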
#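 AMA1 (3D7) with his tag at 25 nM final met compounds first, then biotinylated RON2 peptide at 25 nM; detection used donor plus acceptor beads, 10 µg/mL apiece, read by AlphaScreen after 30 min at room temperature.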
# HCMV antiviral: qHTS Assay for inhibitors of the human cytomegalovirus (HCMV). HFF cells, HCMV-luciferase reporter, 72 h; stronger effect = lower value. activity change, negative = inhibition, % at 57.5 µM. actives 4.5% (n = 410,000); in the data active = activity change below about -60%; inconclusive = no clear call, values can overlap the other calls; inactive = above about -39%
#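 Two-dose cell screen: HFF monolayers treated with compounds and infected with luciferase-expressing HCMV at 1 PFU/cell, 72 h at 37C, then lysed for luciferase measurement.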
# Sm TGR block: qHTS Assay for the Inhibitors of Schistosoma Mansoni Peroxiredoxins; Potency, µM (top dose mostly 114 µM), for the others: at the top dose activity change, negative = inhibition, usual class: inhibitors; AID 485364, 2010; purified TGR, DTNB reduction, TNB absorbance 405 nm; actives 3% (n = 360,000); also: potency is read from the fitted curve at half-maximal effect; nearly all actives have a fitted effect of over 60% in size
#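 TGR 20 nM + NADPH 100 uM (dispensed conc.), cpd preinc 15 min RT; start with NADPH (500 uM addition) then DTNB (15 mM addition). Kinetic TNB absorbance, 405 nm filter. Four-parameter Hill fit across titration.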
# Starred values were filed as active, the others as inactive; ? = inconclusive; . = no result given; & = joins results of further samples; [ ] = another dose, or the depositor's remark. Unless noted, calls follow the shape of the dose curve; as a rule, active = well fitted curve in the direction sought with a large enough effect; inconclusive = small, poorly fitted or top-dose-only effect, or another doubt; inactive = no such curve, though single readings can be large; an effect the other way counts as inactive or inconclusive. Unless noted, % is scaled to controls: 0 for no effect and ±100 for the full control effect.
SMILES,FBPA Giardia inh,AmpC detergent,AmpC inh no detg,AMA1 RON2 block,HCMV antiviral,Sm TGR block
CCOC(=O)C1=C(N)Oc2cc(O)ccc2C1c1cccc(Cl)c1 (stereo unspecified),-4%,9%,-50%,-1%,-31,-5%
N=C1C(c2nc3ccccc3s2)=C(O)CN1C1CCCCC1,4%,-3%,-8%,-1%,-4,-7%[57.1 µM]
CCCCCC(O)(CCCCC)C(=O)NNc1ccccc1,-3%,?,-17%,-7%,-20,19%
CC(C)(C)OC(=O)NNC(=S)NC1CCCCC1,0%,?,-4%[2.29 µM],8%,-34,-1%
CCOC(=O)c1c(C)oc2ccc(N(C(=O)c3ccncc3)S(=O)(=O)c3ccc(CC)cc3)cc12,.,13%,.,.,-6,-3%
COc1ccc(OC)c(NC(=O)c2ccc3c(c2)OCO3)c1,-15%,-8%,-5%,-1%,27,1%
Cc1cccc(Nc2ncnc3c2cnn3Cc2ccccc2)c1,-19%,-1%,-5%,-10%,5,.
COc1ccccc1OCC(O)CN1CCN(C(=O)c2ccccc2)CC1 (stereo unspecified),-20%,0%,9%,6%,-34,4%
Cn1cnc([N+](=O)[O-])c1Nc1ccc(O)cc1,?,4%,-12%,-10%,-24,25µM*
O=C(O)c1ncc(Cl)c(Cl)c1Cl,-10%&-9%,-1%&1%,-11%&1%,2%&0%,8&0,-1%&4%
Nc1nc2ccc(S(=O)(=O)c3ccc4nc(N)sc4c3)cc2s1,27%,-4%,-39%,-4%,-1,1%
Cn1c(N)c(S(=O)(=O)N2CCN(Cc3ccccc3)CC2)c(=O)n(C)c1=O,1%,10%,-10%,8%,-35,1%
CCN(c1ccccc1)S(=O)(=O)c1ccc(OCC(=O)Nc2cc(C)on2)cc1,-3%,-6%,-9%,-4%,10,1%
COc1ccc(-c2c(-c3ccccc3)c(C(=O)C(=O)NCCCN(C)C)n3ccc4cc(OC)c(OC)cc4c23)cc1OC,-12%,-6%,185%[activator],-16%,-96*,-18%
COc1cc2c(cc1OC)[C@H]1C(=O)c3ccc4c(c3O[C@H]1CO2)C[C@@H](C(C)(C)O)O4,.,.,31%,14%,-21,.

# Structural class: the entries above with an aryl methoxy group.
SMILES,FBPA Giardia inh,AmpC detergent,AmpC inh no detg,AMA1 RON2 block,HCMV antiviral,Sm TGR block
COc1ccc(OC)c(NC(=O)c2ccc3c(c2)OCO3)c1,-15%,-8%,-5%,-1%,27,1%
COc1ccccc1OCC(O)CN1CCN(C(=O)c2ccccc2)CC1 (stereo unspecified),-20%,0%,9%,6%,-34,4%
COc1ccc(-c2c(-c3ccccc3)c(C(=O)C(=O)NCCCN(C)C)n3ccc4cc(OC)c(OC)cc4c23)cc1OC,-12%,-6%,185%[activator],-16%,-96*,-18%
COc1cc2c(cc1OC)[C@H]1C(=O)c3ccc4c(c3O[C@H]1CO2)C[C@@H](C(C)(C)O)O4,.,.,31%,14%,-21,.

# New compounds follow.
SMILES,FBPA Giardia inh,AmpC detergent,AmpC inh no detg,AMA1 RON2 block,HCMV antiviral,Sm TGR block
O=C(OCc1nc2ccccc2s1)C1CCN(S(=O)(=O)c2cccs2)CC1,6%,-3%,-9%,-9%,45,-8%
COc1ccc(/C=C/C(=O)N(C)Cc2cccs2)cc1S(=O)(=O)N1CCOCC1,0%,4%,92%[activator],-10%,?,0%
CCOC(=O)C1=CN(Cc2ccco2)S(=O)(=O)NC1c1ccc(F)c(Cl)c1 (stereo unspecified),.,.,-27%,10%,-8,.
O=C(NCC1CCCO1)c1cc2ccccc2oc1=O (stereo unspecified),0%,-9%,-7%,5%,-21,47%[activator]
COc1cc(OC)cc(-n2nnnc2SCC(=O)Nc2nc3c(s2)CCCC3)c1,-1%,-5%,-30%,0%,0,14%
Cc1cc(C(=O)OCC(=O)c2c(N)n(C)c(=O)n(C)c2=O)c(C)o1,1%,-3%,2%,-1%,-21,-16%
CCc1sc(C(=O)Nc2cc(S(=O)(=O)N3CCOCC3)ccc2OC)cc1C,.,-6%,89%[activator],0%,-37,-7%
COc1ccc(/C=C2/NC(=O)N(CC(=O)Nc3cccc(C)c3)C2=O)cc1O,-1%,-6%,-41%,1%,-9,.
C=C(Cl)COC(=O)C1C2C=CC(C2)C1C(=O)O (stereo unspecified),1%,6%,-14%,4%,58,-9%
C=CCN(C(=O)c1cc(C)cc(C)c1)C1(C(=O)Nc2ccccc2)CCN(C(C)C)CC1,-1%,9%,21%,-4%,28,2%
Cc1ccc(CNC(=O)[C@H]2C[C@@H]2[C@H](NP(=O)(c2ccccc2)c2ccccc2)c2ccccc2)o1,1%&-4%,?,28%,0%,-3,50µM*
C=CCNc1nc2c(c(=O)n(C)c(=O)n2C)n1CC(=C)C,14%,1%,-10%,0%,9,4%
O=C(COC(=O)c1ccc(Br)cc1)NCCc1ccccc1,4%,?,-22%,0%,-14,-7%
COC(=O)CC1C(=O)NCCN1C(=O)Nc1ccccc1 (stereo unspecified),0%,-12%,-15%,-3%,2,-22%
Cc1onc(-c2ccccc2Cl)c1C(=O)NCCn1ccc2ccccc21,-1%,-2%,-6%,-7%,11,-21%
CCOC(=O)c1nn(-c2ccccc2)c(=O)cc1OCC(=O)Nc1cccc(OC)c1,.,-7%,-24%,-4%,-30,14%
CN(C)Cc1c(C(=O)N/N=C/c2cccs2)nnn1-c1nonc1N,-9%,-11%,-17%,-9%,-11,-6%
COc1ccc2cc(C)c3nnc(SCC(=O)Nc4nc(-c5ccccc5)cs4)n3c2c1,6%,-1%,-16%,2%,?,-1%
COCCN(C(=O)COC(=O)c1cc2c(s1)CCC2)c1c(N)n(Cc2ccccc2)c(=O)[nH]c1=O,.,-16%,16%,-16%,-20,-14%
COCCCNc1nc2c(c(=O)[nH]c(=O)n2C)n1CC(O)COc1cccc(C)c1 (stereo unspecified),1%,1%,29%,-7%,48,3%
CN1C(C(=O)Nc2ccc(C(=O)O)cc2)=C(O)c2ccccc2S1(=O)=O,.,-1%,-23%,-4%,-3,-9%
CC1CCCCC1NC(=O)/C(C#N)=C/c1ccc(F)c(F)c1 (stereo unspecified),-3%,-5%,-23%,-6%,26,1%
CNC(=S)N1CCN(C(=O)c2ccco2)CC1,0%,0%,-17%,1%,-17,9%
Cc1cc(C)c(NC(=O)CSc2nc(=O)n(CCN3CCOCC3)c3c2CCCC3)c(C)c1,.,-2%,-6%,-3%,1,6%
CCC1CCCCN1c1nc2c(C=O)c(C)nn2c2ccccc12 (stereo unspecified),10%,0%,52%,21%,-64*,0%
COc1ccc(CC2(CO)CCN(CC3=CC[C@H]4C[C@@H]3C4(C)C)CC2)cc1,4%,-2%,20%,-1%,38,1%
O=C(NCc1cccnc1)c1ccc(S(=O)(=O)Nc2ccccc2)cc1,.,-11%,-10%,-4%,-30,2%
COc1cccc(C(=O)N2CCCC(Nc3ccc(C)c(C)c3)C2)c1 (stereo unspecified),.,5%,53%,-14%,4,0%
O=C(c1ccc(S(=O)(=O)c2ccc(F)cc2)c([N+](=O)[O-])c1)N1CCCCCC1,-4%,-12%,13%,-14%,?,?
COc1ccc(OCC(=O)Nc2cc(-c3nn(C)c(=O)c4ccccc34)ccc2OC)cc1,0%,1%,16%,-25%,16,4%

# Random excerpt: 2 compounds from above.
SMILES,FBPA Giardia inh,AmpC detergent,AmpC inh no detg,AMA1 RON2 block,HCMV antiviral,Sm TGR block
Cc1cccc(Nc2ncnc3c2cnn3Cc2ccccc2)c1,-19%,-1%,-5%,-10%,5,.
CC1CCCCC1NC(=O)/C(C#N)=C/c1ccc(F)c(F)c1 (stereo unspecified),-3%,-5%,-23%,-6%,26,1%

# Continuation:
SMILES,FBPA Giardia inh,AmpC detergent,AmpC inh no detg,AMA1 RON2 block,HCMV antiviral,Sm TGR block
O=C(Nc1nc2ccc(S(=O)(=O)N3CCCC3)cc2s1)C1CCCO1 (stereo unspecified),11%,1%,-15%,-6%,-10,0%
CC(C)CNC(=O)C(=O)NCCCN1CCOCC1,0%,2%,-14%,-11%,-1,0%
NC(=O)C(CC(=O)O)NC(=O)[C@@H]1CCCNc2c(I)cc([N+](=O)[O-])cc2C(=O)N[C@@H](CO)C(=O)N[C@@H](Cc2ccc(O)cc2)C(=O)N1 (stereo partly specified),-9%,?,-10%,12%,.,-4%
Cc1ccc2nc(SCC(=O)NCc3ccc(S(N)(=O)=O)cc3)[nH]c2c1,?,-10%,-22%,15%,11,3%
Cc1ccc(S(=O)(=O)N2CCCN(S(=O)(=O)c3ccc(C)cc3)CC2)cc1,4%,?,-25%,-7%,-38,0%
COc1ccc(-c2cc(C(C)=O)c(C)n2CCC(=O)NCc2ccccc2OC)cc1,.,3%,.,.,?,2%
COCCNC(=O)CCC1CCN(C/C=C/c2ccccc2OC)CC1,-1%,-4%,35%,-6%,-12,5%
CCOc1cc(C2C(C(=O)OC(C)C)=C(C)NC3=C2C(=O)CCC3)cc([N+](=O)[O-])c1O (stereo unspecified),1%,4%,-2%,-4%,-14,.
Cc1cc(Nc2ccc(N(C)C)cc2)n2ncnc2n1,3%,?,54%,-10%,42,-5%
O=C(O)CCN1C(=O)c2ccc(NC(=O)CSCc3ccccc3)cc2C1=O,6%,-7%,-7%,-4%,4,-2%
O=C(/C=C/c1ccc(Cl)cc1)NC(=S)NN1CCCCC1c1cccnc1 (stereo unspecified),2%,?,-35%,.,.,-2%
COC(=O)CN(C#N)c1nc(OC)nc(N(C)C)n1,-2%,-6%,-21%,31%[activator],6,-37%
COc1ccc(NC(=O)CSc2nc3c(c(=O)n2-c2ccccc2OC)SCC3)cc1,-13%,-11%,35µM*,-13%,66,5%
O=C(NCCCN1CCOCC1)c1ccc2c(c1)N(Cc1ccccc1F)C(=O)c1ccccc1S2=O (stereo unspecified),-6%,4%,145%[activator],12%,-37,0%
O=C(O)c1cnn2c(C(F)F)cc(C(F)F)nc12,3%,-7%,-12%,0%,33,-1%
Fc1ccc(Cc2nnc(-c3cccs3)o2)cc1,6%,?,-22%,0%,0,1%
O=C(O)CCCC(=O)N1CCc2cc(S(=O)(=O)N3CCc4ccccc43)ccc21,0%,?,-28%,-15%,9,-2%
N#Cc1nc(-c2cccs2)oc1NCCN1CCOCC1,-13%,-3%,-3%,18%,-18,1%
C=CCn1c(SCCOc2ccc(OC)cc2)nnc1C(NC(=O)c1ccc(OC)cc1)C(C)C (stereo unspecified),-1%,-9%,3%,-3%,-30,1%
O=C(O)c1cccc(S(=O)(=O)Nc2ccc3c(c2)CCC3)c1,3%,-4%,-43%,11%,18,-13%
CC(=O)c1cccc(NC(=O)c2cc3nc(C)cc(C)n3n2)c1,-18%,-5%,-51%,-6%,102,26%
Clc1ccc(OCc2nn3c(-c4ccco4)nnc3s2)c(Cl)c1,1%,-9%,-39%,-12%,-8,19%
Cc1cc(C)n(-c2ccc(F)cc2)c(=O)c1C#N,0%,5%,-3%,-1%,-12,-4%
C/C(=N\S(=O)(=O)c1ccc(C)cc1)N(C)C,2%,-4%,-22%,3%,-26,-1%
